NPY-Y2 PAM-ag: NPY-Y2 potentiators or agonists, primary screen, cell-based; Neuropeptide Y receptor type 2 (Homo sapiens), P49146; cells expressing NPY-Y2, potentiator/agonist read-out; activation, % at 3.6 µM; actives 0.45% (n = 220,000); AID 1359, 2008; in the data active means activation above about 27%;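 further: cells stimulated with NPY near EC25 plus isoproterenol at EC100; 0% = vehicle plus submaximal agonist and 100% = vehicle plus saturating agonist; some results beyond the cut were filed as inactive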
eIF4E 4G PPI: eIF4E–eIF4G protein interaction inhibitors, primary screen, biochemical, uHTS, TR-FRET, eIF4GI fragment | Eukaryotic translation initiation factor 4E (Mus musculus) + Eukaryotic translation … | TR-FRET eIF4E-eIF4GI(517-606) binding, 2 h | inhibition, % at 21.7 µM | actives 0.37% (n = 220,000) | AID 782, 2007;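 active means inhibition above about 30%, limit read from the data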;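 further: 0% = full FRET control wells and 100% = background wells lacking eIF4GI fragment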
Wee1 degr inh: Wee1 degradation inhibitors, primary screen, cell-based, HeLa, Wee1K328M-luciferase, luminescence; actives 1.2% (n = 220,000); HeLa Luc-Wee1K328M stability; 100% = proteasome inhibitor MG132 effect; reporter increase, % at 5 µM;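 active means activation above the mean of all tested compounds plus 3 SD, set per screening run, cut at about 8.8% in these data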;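 further: cells exposed to compound for 20 h before luminescence read; 0% = DMSO alone and 100% = MG132 at 30 µM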
PERK inh: block of dimerizer-induced PERK translation repression, primary screen, PERK inhibitor project, CHO PERK-DD cells, SEAP luminescence, HTS; Eukaryotic translation initiation factor 2-alpha kinase 3 (Homo sapiens), Q9NZJ5; CHO PERK-DD fusion, SEAP luminescence translation reporter; inhibition, % at 5.6 µM; actives 0.17% (n = 220,000); AID 1416, 2008;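 active means inhibition above the mean inhibition of all tested compounds plus 3 SD, set separately per screening campaign, cut at about 2.9% in these data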;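 further: PERK kinase domain activated by AP20187 dimerizer at 100 nM; 0% = DMSO with dimerizer and 100% = rapamycin at 8.4 µM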
Mdm2 ligase inh: MDM2-luciferase reporter signal enhancers, primary screen, MDM2 E3 ligase inhibitor project, cell-based, luminescence, 1536-well. cell-based MDM2 ubiquitination luciferase reporter, 2 h; 0 = plate control, 100 = twice control, blank-subtracted. signal enhancement, % at 5 µM. actives 0.11% (n = 210,000). E3 ubiquitin-protein ligase Mdm2 (Homo sapiens), Q00987. AID 1230, 2008;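 active means signal enhancement of 30% or more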;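 further: luminescence tracks abundance of the self-degrading MDM2-luciferase fusion protein; higher signal means inhibition of MDM2 E3 ligase activity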
Target sequence (Q00987 whole entry, looked up, the tested form may be a part): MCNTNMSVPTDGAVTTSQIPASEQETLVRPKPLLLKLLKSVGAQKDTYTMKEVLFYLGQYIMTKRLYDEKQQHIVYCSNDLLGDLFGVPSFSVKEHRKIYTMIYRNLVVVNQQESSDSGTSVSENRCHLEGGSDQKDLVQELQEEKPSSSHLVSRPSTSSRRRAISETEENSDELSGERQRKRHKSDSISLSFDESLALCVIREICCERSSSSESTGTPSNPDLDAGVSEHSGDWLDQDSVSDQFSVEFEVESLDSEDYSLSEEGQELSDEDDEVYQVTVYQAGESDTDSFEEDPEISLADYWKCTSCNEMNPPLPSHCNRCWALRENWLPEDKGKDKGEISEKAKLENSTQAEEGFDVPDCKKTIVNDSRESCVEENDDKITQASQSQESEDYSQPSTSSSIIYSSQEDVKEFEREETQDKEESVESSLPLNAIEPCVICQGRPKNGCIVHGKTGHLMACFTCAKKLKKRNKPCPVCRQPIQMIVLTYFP
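Material: Stable MDM2–luciferase fusion reporter cells | Amount: 2000 cells seeded into each well | Dosing: One concentration, 5 µM, with 0.2% DMSO | Incubation: 4 h cell settling then 2 h compound exposure, 37 °C | Measured by: Luciferase luminescence | Read-out basis: % enhancement relative to plate controls after blank subtraction | Benchmarks: Control and blank well means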
BaF3 tox: parental Ba/F3 cell viability inhibition, counter-screen for JAK2V617F inhibitor project, murine pro-B, CellTiter-Glo luminescence; CellTiter-Glo ATP luminescence; inhibition, % at 5.6 µM; actives 1.1% (n = 220,000); AID 1486, 2009;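 active means inhibition above a per-campaign cutoff, the mean inhibition of all tested compounds plus 3 SD, cut at about 27% in these data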;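 further: 0% = DMSO wells and 100% = JAK Inhibitor I control wells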
S1P4 ag: S1P4 receptor agonists, primary screen, cell-based. actives 0.35% (n = 220,000). S1P4-expressing cell line, agonist reporter assay. activation, % at 4.98 µM. Sphingosine 1-phosphate receptor 4 (Homo sapiens), O95977. AID 1509, 2009; in the data active means activation above about 11%;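 further: 0% = DMSO vehicle and 100% = reference agonist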
Target sequence (O95977 whole entry, looked up): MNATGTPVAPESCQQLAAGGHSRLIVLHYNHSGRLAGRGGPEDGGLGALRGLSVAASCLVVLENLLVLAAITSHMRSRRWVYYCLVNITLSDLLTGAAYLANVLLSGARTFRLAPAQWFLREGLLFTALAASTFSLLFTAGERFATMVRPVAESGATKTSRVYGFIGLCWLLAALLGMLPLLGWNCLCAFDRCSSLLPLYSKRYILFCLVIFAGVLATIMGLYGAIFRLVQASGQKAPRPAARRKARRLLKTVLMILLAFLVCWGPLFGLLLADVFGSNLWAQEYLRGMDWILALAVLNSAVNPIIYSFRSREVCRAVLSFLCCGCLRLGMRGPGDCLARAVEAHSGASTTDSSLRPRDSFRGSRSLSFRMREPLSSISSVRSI
S1P4 antag: S1P4 receptor antagonists, primary screen, cell-based; AID 1510, 2009; Sphingosine 1-phosphate receptor 4 (Homo sapiens), O95977; S1P4-expressing cells, antagonist mode, reporter read-out; actives 0.26% (n = 220,000); inhibition, % at 4.98 µM; in the data active means inhibition above about 29%;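 further: 0% = wells stimulated with agonist and 100% = vehicle wells without agonist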
Ba/F3 V617F tox: reduced viability of JAK2V617F-dependent Ba/F3 cells, primary screen, JAK2V617F inhibitor project, cell-based, Ba/F3 EpoR-JAK2V617F, luminescence | ATP luminescence | inhibition, % at 5.6 µM | actives 1.1% (n = 220,000) | AID 1446, 2008;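 active means inhibition above the campaign mean plus 3 SD over all tested compounds, cut at about 24% in these data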;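 further: cytokine-independent growth of Ba/F3 cells driven by EpoR plus mutant JAK2; 0% = DMSO-treated cells and 100% = JAK inhibitor I control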
Numbers without * were called inactive; [ ] = dose if it differs, or a comment.

What do the screens show for `CC(=O)Nc1nonc1-n1nnc(C(=O)NCc2ccccc2)c1C`?
NPY-Y2 PAM-ag: 9; eIF4E 4G PPI: -13; Wee1 degr inh: -1; PERK inh: -0.3; Mdm2 ligase inh: -4; BaF3 tox: -2; S1P4 ag: -0.3; S1P4 antag: -9; Ba/F3 V617F tox: -6

Results for CSc1ncc(CN2CCc3c([nH]c4ccccc34)C2c2cccc(C)n2)cn1 (centres undefined) ?
NPY-Y2 PAM-ag: -11; eIF4E 4G PPI: -2; Wee1 degr inh: 5; PERK inh: -1.7; Mdm2 ligase inh: -10; BaF3 tox: 1; S1P4 ag: 0.6; S1P4 antag: -18; Ba/F3 V617F tox: -3

How did O=C(Nc1ccccn1)c1ccc(CN(c2ccccc2)S(=O)(=O)c2ccccc2)cc1 do in these assays?
NPY-Y2 PAM-ag: 2; eIF4E 4G PPI: 1; Wee1 degr inh: 0; PERK inh: -1.2; Mdm2 ligase inh: -7; BaF3 tox: 6; S1P4 ag: 0.7; S1P4 antag: 7; Ba/F3 V617F tox: 2

What do the screens show for `Cc1ccc2oc(=O)c3cnn(CC(=O)N(CCN(C)C)Cc4ccco4)c3c2c1`?
NPY-Y2 PAM-ag: -13; eIF4E 4G PPI: -1; Wee1 degr inh: 3; PERK inh: 0.2; Mdm2 ligase inh: -23; BaF3 tox: 4; S1P4 ag: -8.7; S1P4 antag: -9; Ba/F3 V617F tox: 0

Results for CCn1nnc(NC(=O)COc2cc(C)ccc2C(C)C)n1 ?
NPY-Y2 PAM-ag: 10; eIF4E 4G PPI: -13; Wee1 degr inh: -1; PERK inh: -1.0; Mdm2 ligase inh: -20; BaF3 tox: 4; S1P4 ag: -0.2; S1P4 antag: -8; Ba/F3 V617F tox: 3

Results for Clc1ccc(-c2ccc(/C=N/Nc3nncc(-c4ccccc4)n3)o2)cc1 ?
NPY-Y2 PAM-ag: -2; eIF4E 4G PPI: 0; Wee1 degr inh: -1; PERK inh: -0.2; Mdm2 ligase inh: 2; BaF3 tox: -1; S1P4 ag: 1.2; S1P4 antag: -9; Ba/F3 V617F tox: -3

How did Cc1c(N/C=C/C(=O)c2ccc(Cl)cc2)c(=O)n(-c2ccccc2)n1C do in these assays?
NPY-Y2 PAM-ag: -6; eIF4E 4G PPI: 2; Wee1 degr inh: -3; PERK inh: -0.5; Mdm2 ligase inh: -34; BaF3 tox: 0; S1P4 ag: -1.8; S1P4 antag: 2; Ba/F3 V617F tox: -4

Results for COc1cc(CSc2ncn[nH]2)c(OC)cc1CSc1ncn[nH]1 ?
NPY-Y2 PAM-ag: -7; eIF4E 4G PPI: 7; Wee1 degr inh: 0; PERK inh: 0.3; Mdm2 ligase inh: 2; BaF3 tox: -2; S1P4 ag: 0.3; S1P4 antag: 3; Ba/F3 V617F tox: 2

What do the screens show for `Cc1cc(=O)oc2cc(OCc3ccc(C(=O)OCC(=O)NC4CCS(=O)(=O)C4)cc3)ccc12` (centres undefined)?
NPY-Y2 PAM-ag: 1; eIF4E 4G PPI: 7; Wee1 degr inh: -3; PERK inh: 0.4; Mdm2 ligase inh: 0; BaF3 tox: 3; S1P4 ag: -1.4; S1P4 antag: 7; Ba/F3 V617F tox: -5

What do the screens show for `Cc1c(C(=O)c2ccccc2)c2ccccn2c1CCc1ccccn1`?
NPY-Y2 PAM-ag: 5; eIF4E 4G PPI: -3; Wee1 degr inh: 3; PERK inh: 0.8; Mdm2 ligase inh: -11; BaF3 tox: 8; S1P4 ag: -0.7; S1P4 antag: -8; Ba/F3 V617F tox: 4

Results for O=C(NCC1CCCO1)c1onc(CSc2ccc(F)cc2)c1C(=O)O (centres undefined) ?
NPY-Y2 PAM-ag: -2; eIF4E 4G PPI: 2[fluorescence artefact?]; Wee1 degr inh: -2; PERK inh: 2.6; Mdm2 ligase inh: -23; BaF3 tox: 2; S1P4 ag: 2.0; S1P4 antag: -2; Ba/F3 V617F tox: -1

How did CCCCN1C(=O)Nc2ccccc2S1(=O)=O do in these assays?
NPY-Y2 PAM-ag: -9; eIF4E 4G PPI: -7[fluorescence artefact?]; Wee1 degr inh: -4; PERK inh: 0.9; Mdm2 ligase inh: 6; BaF3 tox: 9; S1P4 ag: 0.5; S1P4 antag: -12; Ba/F3 V617F tox: 4

Results for COc1ccc(C(C)=O)cc1COC(=O)c1ccc2ccccc2n1 ?
NPY-Y2 PAM-ag: 1; eIF4E 4G PPI: -1; Wee1 degr inh: -3; PERK inh: -0.3; Mdm2 ligase inh: -1; BaF3 tox: 3; S1P4 ag: 1.7; S1P4 antag: -19; Ba/F3 V617F tox: -1

How did COc1ccc(NC2CS(=O)(=O)CC2NCc2ccco2)cc1 (centres undefined) do in these assays?
NPY-Y2 PAM-ag: 7; eIF4E 4G PPI: 0; Wee1 degr inh: -2; PERK inh: 0.5; Mdm2 ligase inh: -13; BaF3 tox: 8; S1P4 ag: 0.6; S1P4 antag: -14; Ba/F3 V617F tox: -2

Results for O=C(O)c1cc(Sc2ccc(Br)cc2)nc2ccccc12 ?
NPY-Y2 PAM-ag: -25; eIF4E 4G PPI: 0; Wee1 degr inh: 2; PERK inh: 1.0; Mdm2 ligase inh: -7; BaF3 tox: 6; S1P4 ag: -1.9; S1P4 antag: -7; Ba/F3 V617F tox: 3

How did O=C(Nc1ccccc1CC[N+](=O)[O-])N1CCN(c2ccccc2)CC1 do in these assays?
NPY-Y2 PAM-ag: 6; eIF4E 4G PPI: 4; Wee1 degr inh: -1; PERK inh: 1.1; Mdm2 ligase inh: 17; BaF3 tox: 2; S1P4 ag: 0.5; S1P4 antag: -4; Ba/F3 V617F tox: -2

How did O=C(NCCC1=CCCCC1)c1ccc([N+](=O)[O-])cc1 do in these assays?
NPY-Y2 PAM-ag: -8; eIF4E 4G PPI: 2; Wee1 degr inh: -1; PERK inh: 0.0; Mdm2 ligase inh: -25; BaF3 tox: 6; S1P4 ag: 0.5; S1P4 antag: -13; Ba/F3 V617F tox: -2

Results for COc1ncnc2c1NC1=C(S2)C(=NCCC(=O)O)CC(C)(C)C1 ?
NPY-Y2 PAM-ag: 2; eIF4E 4G PPI: 5[fluorescence artefact?]; Wee1 degr inh: -1; PERK inh: -0.9; Mdm2 ligase inh: -14; BaF3 tox: 1; S1P4 ag: -2.5; S1P4 antag: -4; Ba/F3 V617F tox: 0

What do the screens show for `CC(C)CNc1ncnc2c1cnn2Cc1ccc(Cl)cc1`?
NPY-Y2 PAM-ag: 11; eIF4E 4G PPI: -1; Wee1 degr inh: -2; PERK inh: -0.2; Mdm2 ligase inh: -4; BaF3 tox: -1; S1P4 ag: 0.9; S1P4 antag: 20; Ba/F3 V617F tox: -3

How did O=C(O)C(O)C(O)c1nc2ccccc2[nH]1 (centres undefined) do in these assays?
NPY-Y2 PAM-ag: -8; eIF4E 4G PPI: -4; Wee1 degr inh: -3; PERK inh: 0.4; Mdm2 ligase inh: -5; BaF3 tox: 5; S1P4 ag: -0.2; S1P4 antag: -19; Ba/F3 V617F tox: 4

What do the screens show for `O=C(NCCn1cc(SCc2ccc(F)cc2)c2ccccc21)c1c(F)cccc1F`?
NPY-Y2 PAM-ag: -7; eIF4E 4G PPI: -1; Wee1 degr inh: 9; PERK inh: 0.6; BaF3 tox: 4; S1P4 ag: 0.1; S1P4 antag: 9; Ba/F3 V617F tox: 0

How did Cc1ccccc1NCCNc1ccccc1C do in these assays?
NPY-Y2 PAM-ag: 2; eIF4E 4G PPI: -5; Wee1 degr inh: 0; PERK inh: 0.0; Mdm2 ligase inh: -5; BaF3 tox: 5; S1P4 ag: -2.4; S1P4 antag: -15; Ba/F3 V617F tox: 1

What do the screens show for `CC(C)Cc1ccc(/C=C/C(=O)NC2CC2)cc1`?
NPY-Y2 PAM-ag: 3; eIF4E 4G PPI: 11; Wee1 degr inh: 8; PERK inh: 0.8; Mdm2 ligase inh: -6; BaF3 tox: 10; S1P4 ag: 0.6; S1P4 antag: 2; Ba/F3 V617F tox: -4

Results for C=CCNCCCOc1ccc(Cl)cc1C(C)(C)C ?
NPY-Y2 PAM-ag: 3; eIF4E 4G PPI: -2; Wee1 degr inh: 0; PERK inh: -0.6; Mdm2 ligase inh: -12; BaF3 tox: 4; S1P4 ag: 0.0; S1P4 antag: 4; Ba/F3 V617F tox: 1

How did CCN(CC)S(=O)(=O)c1ccc(N2CCOCC2)c(NC(=O)Cc2ccccc2)c1 do in these assays?
NPY-Y2 PAM-ag: 3; eIF4E 4G PPI: 1; Wee1 degr inh: 0; PERK inh: -1.4; Mdm2 ligase inh: -6; BaF3 tox: 11; S1P4 ag: 1.0; S1P4 antag: -4; Ba/F3 V617F tox: 3

Results for NNC(=O)c1nnn(-c2nonc2N)c1CN1CCc2ccccc2C1 ?
NPY-Y2 PAM-ag: -19; eIF4E 4G PPI: 0; Wee1 degr inh: 2; PERK inh: 0.9; Mdm2 ligase inh: -6; BaF3 tox: 5; S1P4 ag: 1.2; S1P4 antag: -12; Ba/F3 V617F tox: 0

Results for CC(=O)Nc1ccc(Nc2cc(-c3ccccc3)nc3ncnn23)cc1 ?
NPY-Y2 PAM-ag: 7; eIF4E 4G PPI: 2; Wee1 degr inh: 2; PERK inh: 0.2; Mdm2 ligase inh: -3; BaF3 tox: 6; S1P4 ag: 0.1; S1P4 antag: -29; Ba/F3 V617F tox: -1

Results for COc1ccc(/C=C/C(=O)c2ccc(Cl)cc2)c(OC)c1 ?
NPY-Y2 PAM-ag: -12; eIF4E 4G PPI: -3; Wee1 degr inh: 2; PERK inh: 1.2; Mdm2 ligase inh: -23; BaF3 tox: -3; S1P4 ag: 1.5; S1P4 antag: 7; Ba/F3 V617F tox: -3

What do the screens show for `Cc1ccnc(SCc2cc(=O)c(OC(=O)c3ccc(Cl)c([N+](=O)[O-])c3)co2)n1`?
NPY-Y2 PAM-ag: 2; eIF4E 4G PPI: -3; Wee1 degr inh: -2; PERK inh: -0.2; Mdm2 ligase inh: -15; BaF3 tox: 8; S1P4 ag: 1.5; S1P4 antag: -10; Ba/F3 V617F tox: 4

Compounds were not picked by outcome; about 4.1% have a hit in one of these screens.
